Compound activity from PubChem.
VLA-4 antagonist – blocks LDV-FITC ligand binding to Mn2+-activated human VLA-4 integrin; P13612; Jurkat cells, LDV-FITC binding with Mn2+, flow cytometry; 100% = Mn2+-driven binding gain fully reversed; inhibition, % at 10 µM (by protocol); actives 0.2% (n = 24,000); AID 529;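 active means inhibition above 50%; inconclusive means compound itself fluorescent, judged against control cell fluorescence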;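 further: 0% = Mn2+ stimulated cells lacking compound and 100% = ligand binding without Mn2+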
Target sequence (P13612 whole entry, looked up): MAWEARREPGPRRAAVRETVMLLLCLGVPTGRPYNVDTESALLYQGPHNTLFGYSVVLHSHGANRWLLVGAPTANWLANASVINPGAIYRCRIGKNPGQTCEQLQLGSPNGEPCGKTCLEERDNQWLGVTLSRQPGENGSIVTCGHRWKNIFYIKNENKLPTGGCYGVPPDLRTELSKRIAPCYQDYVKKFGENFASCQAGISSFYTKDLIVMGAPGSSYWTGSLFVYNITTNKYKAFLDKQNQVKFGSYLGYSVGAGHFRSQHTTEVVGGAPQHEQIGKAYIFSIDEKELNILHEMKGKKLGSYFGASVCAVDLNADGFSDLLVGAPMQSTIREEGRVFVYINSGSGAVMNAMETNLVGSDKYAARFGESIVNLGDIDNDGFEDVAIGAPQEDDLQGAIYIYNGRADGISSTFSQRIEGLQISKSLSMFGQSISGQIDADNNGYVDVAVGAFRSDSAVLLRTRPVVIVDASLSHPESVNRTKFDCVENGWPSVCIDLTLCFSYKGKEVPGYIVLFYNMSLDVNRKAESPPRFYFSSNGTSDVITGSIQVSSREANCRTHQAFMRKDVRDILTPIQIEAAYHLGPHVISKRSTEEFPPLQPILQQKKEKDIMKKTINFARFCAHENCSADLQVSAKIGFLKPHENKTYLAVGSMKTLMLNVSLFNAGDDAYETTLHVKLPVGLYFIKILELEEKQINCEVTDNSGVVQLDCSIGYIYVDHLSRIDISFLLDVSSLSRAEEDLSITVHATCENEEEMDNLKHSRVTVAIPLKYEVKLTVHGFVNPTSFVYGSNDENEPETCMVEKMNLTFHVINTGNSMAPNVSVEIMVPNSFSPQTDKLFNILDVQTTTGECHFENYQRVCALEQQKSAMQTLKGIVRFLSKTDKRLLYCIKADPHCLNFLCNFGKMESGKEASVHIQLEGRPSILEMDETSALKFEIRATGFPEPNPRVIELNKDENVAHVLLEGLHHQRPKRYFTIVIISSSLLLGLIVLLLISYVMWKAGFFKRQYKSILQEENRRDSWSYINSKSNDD
Jurkat autofluor – counter-screen for VLA-4 integrin: compound autofluorescence in Jurkat cells; flow cytometry; hits give high values; 1 = vehicle-only cell background; fluorescence ratio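 (tested at 10 µM compound in the well)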; actives 0.61% (n = 24,000);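 active means fluorescence ratio above 2.44, which is 1 plus 3 SD of all ratios; inconclusive means signal too bright to measure linearly, ratio around 10 or more; inactive means fluorescence ratio below 2.44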;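 further: green fluorescence of cells measured with 488 nm excitation and 530 nm emission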
VLA-4 allo ag – allosterically activates the human VLA-4 integrin; Jurkat cells, LDV-FITC binding, flow cytometry; 24,000 tested, under 10 active; activation, % at 10 µM (by protocol); P13612; AID 528;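 active means fluorescent ligand binding to cells raised by more than 40% of the manganese-induced maximum; inconclusive means compound's own fluorescence above 85% of the ligand control signal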;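 further: 0% = ligand binding without compound and 100% = manganese-stimulated maximal binding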
LNCaP diff act – activators of LNCaP prostate cell differentiation | side scatter shift, % at 10 µM | flow cytometry side scatter, 4 d | actives 0.56% (n = 24,000);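 active means side scatter shift above 30%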;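 further: androgen-responsive LNCaP prostate cancer cells in charcoal-stripped serum medium; percent of cells past a gate set so DMSO wells show 10% shift; higher shift means more granular cells and more differentiation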
Starred values were filed as active, the others as inactive; u = inconclusive; x = no result given.

SMILES | VLA-4 antagonist | Jurkat autofluor | VLA-4 allo ag | LNCaP diff act
CCOC(=O)c1c(C)n(C)c2ccc(OCC(O)CNC(CC)CO)cc12 (stereo not drawn) | 4.0 | 1.06 | 4.0 | 29.0
COc1cc(-c2nnc(SCC(=O)N3CCCC3)o2)cc(OC)c1OC | 2.0 | 1.05 | -15.0 | 7.0
Cc1nn(C)c(C)c1CN(C)C(=O)c1cc2n(n1)C(C(F)(F)F)CC(c1cccs1)N2 (stereo not drawn) | 5.0 | 1.06 | -3.0 | 2.0
Cn1c(=O)c2c(nc(NCCCO)n2CCc2ccccc2)n(C)c1=O | -13.5 | 0.94 | 6.5 | 4.0
CCC1CCCCN1CCCn1c(=S)[nH]c2ccccc2c1=O (stereo not drawn) | -11.0 | 1.05 | 0.0 | 1.0
CCOc1ccc(C(=O)Nc2c3c(nn2C(C)(C)C)CSC3)cc1OCC | -12.0 | 1 | 0.0 | 5.0
COc1ccc(S(=O)(=O)Nc2ccc(S(=O)(=O)N3CCCCC3)cc2)cc1OC | -26.5 | 0.94 | 7.0 | 9.0
CC(=O)Nc1ccc(NC(=O)c2cc(C)nn2-c2ccccc2)cc1 | -1.0 | 1.02 | 7.7 | 11.0
COC(=O)CS(=O)(=O)c1cc(Br)cc2c1N(C(C)=O)CC2 | -32.0 | 1 | -7.0 | 16.0
CCOc1cc2[nH]c(=O)n(CCC(=O)NCc3ccc(OC)cc3)c(=O)c2cc1OCC | 7.0 | 0.94 | 1.0 | x
COc1ccc(-n2nc(C(=O)Nc3ccc4c(c3)OCO4)c3c4ccccc4n(C)c3c2=O)cc1 | -13.3 | 1.06 | 2.0 | 5.0
N=c1c[n+](N2CCOCC2)[n-]o1 | -15.0 | 1.01 | -4.0 | 2.0

Of the compounds above, these have an aryl methoxy group.
SMILES | VLA-4 antagonist | Jurkat autofluor | VLA-4 allo ag | LNCaP diff act
COc1cc(-c2nnc(SCC(=O)N3CCCC3)o2)cc(OC)c1OC | 2.0 | 1.05 | -15.0 | 7.0
COc1ccc(S(=O)(=O)Nc2ccc(S(=O)(=O)N3CCCCC3)cc2)cc1OC | -26.5 | 0.94 | 7.0 | 9.0
CCOc1cc2[nH]c(=O)n(CCC(=O)NCc3ccc(OC)cc3)c(=O)c2cc1OCC | 7.0 | 0.94 | 1.0 | x
COc1ccc(-n2nc(C(=O)Nc3ccc4c(c3)OCO4)c3c4ccccc4n(C)c3c2=O)cc1 | -13.3 | 1.06 | 2.0 | 5.0

Continuation:
SMILES | VLA-4 antagonist | Jurkat autofluor | VLA-4 allo ag | LNCaP diff act
CCCC(=O)Nc1ccccc1-c1nnn(CC(=O)Nc2ccc(OC)cc2)n1 | -6.0 | 0.98 | -6.0 | 12.0
Cc1c(C(=O)O)c(-c2ccccc2)nn1-c1ccccc1 | -34.0 | 0.92 | 4.0 | 4.0
O=C1CSc2ccc(C(=O)N3CCN(c4ccccn4)CC3)cc2N1 | -13.0 | 0.97 | 3.0 | 14.0
COc1ccc(C2C(C(=O)NCCN(C)C)c3cc(OC)c(OC)cc3C(=O)N2C)cc1OC (stereo not drawn) | 25.0 | 1.02 | -3.0 | 4.0
c1ccc(-n2c(Sc3cnccn3)nnc2-c2cccs2)cc1 | -11.0 | 1.11 | 0.0 | 8.0
COc1cccc(N2C(=O)C3CCCN3C2c2ccc(Cl)cc2)c1 (stereo not drawn) | -19.0 | 1.01 | 0.0 | 5.0
COc1ccc(NC(=O)CSc2nc3c(c(=O)n2-c2ccc(F)cc2)SCC3)cc1 | -0.5 | 1.05 | -6.8 | 13.0
Cc1ccc(-n2ncc3c(=O)[nH]c(SC(C)C)nc32)cc1 | -11.0 | 1.05 | -8.0 | 8.0
CCCCN(CCCC)S(=O)(=O)c1ccc(C(=O)Nc2nnc(CSC)o2)cc1 | 9.0 | 1.04 | 2.0 | 10.0
CCOC(=O)N1CCC(NS(=O)(=O)c2cc3c(cc2Cl)NC(=O)CO3)CC1 | u | 5.09* | u | 2.0
COc1cccc(CN2CCN(C(=O)CC(C)C)CC2)c1 | 8.0 | 1 | -1.5 | 6.0
CC1(C)Cc2ccccc2C(N)=C1C#N | -16.5 | 0.96 | -1.5 | 4.0
COc1ccc2nc3oc(C(=O)NC4CCN(Cc5ccccc5)CC4)cc3cc2c1 | -0.7 | 1.13 | -1.0 | 13.0
CCOCCCNC(=O)CCS(=O)(=O)Cc1ccc(C)cc1 | -11.0 | 1 | -4.0 | 7.0
CCc1nnc(NC(=O)CSc2nnc(Cc3ccccc3)n2-c2ccc(OC)cc2)s1 | -26.5 | 1.1 | -0.5 | 6.0
Cc1cc(NC(=O)CSc2ccc(Cl)cc2)no1 | -10.0 | 1.09 | 6.0 | 9.0
O=C(CCCn1c(=S)[nH]c2ccccc2c1=O)N1CCOCC1 | u | 1.18 | u | 8.0
CCc1ccccc1-n1c(SCC(=O)N2CCCC2)nnc1-c1ccccn1 | -5.0 | 1.01 | 6.0 | 18.0
COc1ccc2[nH]c(C(=O)O)c(CCNC(C)=O)c2c1 | 32.0 | 1.05 | -8.0 | 26.0
Cc1noc(C)c1S(=O)(=O)Nc1ccc(C(=O)NC2CCCCCC2)cc1 | -1.0 | 1.06 | 0.0 | 9.0
COc1cc(NC(=O)C2CCCN2C(=O)C2CCC(C)CC2)cc(OC)c1OC (stereo not drawn) | -13.0 | 1.09 | -3.0 | 4.0
COc1ccc(Cn2c(CCC(=O)N3CCN(c4ccccn4)CC3)nc3ncccc3c2=O)cc1 | -3.0 | 1.15 | -6.0 | 17.0
CS(=O)(=O)Nc1ccc(S(=O)(=O)Nc2nccs2)cc1 | -9.0 | 1.01 | -2.0 | 1.0
O=C(c1ccccc1)c1ccc2nc[nH]c2c1 | -8.5 | 1.38 | 6.5 | 7.0
O=C1c2cccnc2C(O)N1C1CCCCC1 (stereo not drawn) | 6.0 | 1.15 | -3.0 | 3.0
CCOc1ccccc1C(=O)Nn1c(C2CCC2)nc2ccccc2c1=O | -10.0 | 1.02 | 0.0 | 14.0
Cc1cccc(NC(=O)COc2ccc(Br)cc2)n1 | -20.0 | 0.94 | -1.5 | 8.0
COc1ccc(Cl)c(NCCC(=O)O)c1 | -8.5 | 1.01 | 2.5 | 13.0
NC(=O)c1cccc2c1C(=O)N(C1CCCCC1)C2 | 1.7 | 1 | -1.3 | 7.0
CCc1nnc(NC(=O)Nc2ccc(OC)cc2)s1 | 14.0 | 0.96 | 6.0 | 4.0
O=C(Nc1cccc(-c2nnc(-c3ccccc3)o2)c1)C1CCCCC1 | 3.0 | 1 | -3.0 | 14.0
COc1ccc(F)cc1S(=O)(=O)NC(Cc1ccccc1)C(N)=O (stereo not drawn) | -5.0 | 1.17 | 5.0 | 1.0
COc1ccccc1-n1nc(C(=O)O)c2ccccc2c1=O | 11.0 | 1.16 | 0.0 | 9.0
CCOC(=O)CNc1c(N2CCN(c3ccccn3)CC2)c(=O)c1=O | 3.0 | 1.04 | 2.0 | 11.0
O=C(c1cc(-c2ccco2)on1)N1CCOCC1 | -5.0 | 1.03 | 2.0 | 7.0
COc1ccc2nc(N3CCC(C)CC3)c(C#N)cc2c1 | -15.5 | 1.29 | 8.0 | 9.0

Retrieved one by one from above:
SMILES | VLA-4 antagonist | Jurkat autofluor | VLA-4 allo ag | LNCaP diff act
COc1ccc(S(=O)(=O)Nc2ccc(S(=O)(=O)N3CCCCC3)cc2)cc1OC | -26.5 | 0.94 | 7.0 | 9.0
COc1ccccc1-n1nc(C(=O)O)c2ccccc2c1=O | 11.0 | 1.16 | 0.0 | 9.0
O=C1c2cccnc2C(O)N1C1CCCCC1 (stereo not drawn) | 6.0 | 1.15 | -3.0 | 3.0

(list continues)
SMILES | VLA-4 antagonist | Jurkat autofluor | VLA-4 allo ag | LNCaP diff act
CC(C)Cn1c2c(c(O)c(C(=O)Nc3ncccc3O)c1=O)CCCC2 | -8.0 | 1.11 | -5.5 | 18.0
COc1ccc(S(=O)(=O)NCCSCc2ccco2)cc1Cl | 2.5 | 0.98 | -2.5 | 6.0
CCOCCCNC(=O)Cn1cc2c(n1)CCCCC2 | -9.3 | 1.01 | 5.0 | 3.0
Cn1c(=O)oc2cc(S(=O)(=O)NCCC(=O)NCCc3ccccc3)ccc21 | -8.0 | 1.18 | 7.0 | 10.0
C/C=C(\C)c1nnc(NC(=O)OCC)s1 | u | 1.03 | u | 7.0
Cc1nn(C(C)C(=O)NCC2CCCO2)c(=O)c2cc3occc3n12 (stereo not drawn) | 7.0 | 0.92 | 5.0 | 22.0
COc1ccc(N2CCN(C(=O)c3c(-c4ccccc4)noc3C)CC2)cc1 | -3.3 | 0.96 | 3.7 | 7.0
CCc1ccc(CCC(=O)Nc2ccc(C)c(C)c2)o1 | -16.5 | 1.14 | 4.5 | 4.0
NC(=O)NC(=O)CSc1cccc(C(F)(F)F)c1 | -11.0 | 1.03 | 1.0 | 10.0
CCOc1ccc(Cn2nnc(C(=O)NCc3ccccc3)c2N)cc1 | -1.0 | 1.02 | 7.0 | 9.0
COC(=O)c1cc2ccc(OC)c(OC)c2c(=O)s1 | -25.5 | 1.07 | -1.0 | 3.0
COc1cccc(N(C(C)=O)c2nc(C)cc(C)c2C#N)c1 | -12.0 | 1.05 | 2.5 | 7.0
CCOC(=O)c1[nH]c2ccccc2c1NC(=O)C1CCCCC1 | -12.0 | 1.07 | 3.0 | 3.0
CCCN(c1ccc(OCC)cc1)S(=O)(=O)c1ccc2c(c1)CCN2C(=O)CCC(=O)O | 1.0 | 1.07 | 4.0 | 5.0
CC1CN(CC(O)COc2ccc(C(C)C)cc2)CC(C)O1 (stereo not drawn) | 2.5 | 1.01 | 6.0 | 20.0
O=C(Nc1ccccc1)C1=C(O)CC(c2ccoc2)CC1=Nc1ccccc1 (stereo not drawn) | u | 1.85 | u | 2.0
CCn1cnc2sc(C(=O)N3CCN(Cc4ccc5c(c4)OCO5)CC3)c(C)c2c1=O | 22.0 | 1.07 | 0.0 | 2.0
Cc1cc(Br)ccc1NC(=O)CNC(=O)CSc1n[nH]c(N)n1 | -7.5 | 1.07 | 0.5 | 9.0
CCC(=O)N1CCc2cc(Br)cc(S(=O)(=O)C3(C(=O)OC)CC3)c21 | 2.7 | 1.05 | -0.7 | 7.0
CCN(CC)CCCNS(=O)(=O)c1ccc(OC)cc1 | -26.5 | 0.95 | 2.5 | 10.0
N#CC1=C(N)Oc2n[nH]c(-c3ccncc3)c2C1c1ccsc1 (stereo not drawn) | 14.0 | 1.07 | -5.0 | 16.0
Cc1cc(NC(=O)c2noc3c2CCCC3)no1 | 10.0 | 1.08 | 3.0 | 5.0
COC(=O)c1cn(CCOc2ccccc2)c2ccccc12 | 43.0 | 1.05 | -11.0 | 11.0
COc1ccc(CNC(=O)CS(=O)Cc2nc(-c3ccccc3C)oc2C)cc1 (stereo not drawn) | u | 0.85 | u | 18.0
CN(C)c1ccc(NC(=O)CSc2nc3c(c(=O)[nH]2)CCCC3)cc1 | 7.0 | 1.07 | -2.0 | 5.0
CCCCCn1c(=O)[nH]c2cc(C(=O)NCCN3CCOCC3)ccc2c1=O | -17.7 | 1.05 | 5.3 | 5.0
OCCNC1=NCCN1 | -5.5 | 0.99 | 1.0 | 6.0
COc1cccc(NC(=O)N2CCC(C(N)=O)(N3CCCCC3)CC2)c1 | 0.3 | 1.03 | -0.3 | 2.0
CC(=O)c1ccc(N2CCN(C(=O)c3ccc(NC(=O)C4CCCO4)cc3)CC2)cc1 (stereo not drawn) | -8.0 | 1.02 | 5.0 | 4.0
CCCn1c(NCc2ccc(N(C)C)cc2)nc2ccccc21 | 6.0 | 1.12 | -8.0 | 7.0
CC[C@H](C)C(=O)O[C@H]1C[C@@H](C)C=C2C=C[C@H](C)[C@H](CC[C@@H]3C[C@@H](O)CC(=O)O3)[C@H]21 | -15.5 | 1.01 | 1.0 | 2.0
Cc1cc(C)c(OCC(=O)Nc2cccc(O)c2)cc1C | -13.0 | 1.01 | 3.0 | 4.0
COC(=O)CC1SC(=O)NC1=Nc1ccc(C)cc1 (stereo not drawn) | -3.7 | 1.08 | 8.9 | 5.0
CCCCn1c(CNC(=O)CCC)nc2ccccc21 | -4.0 | 1.04 | 1.0 | 1.0
O=C(O)CSCCC(=O)Nc1ccc(F)cc1 | -3.0 | 1.12 | -2.0 | 4.0
Nc1nnc(-c2cccc(Cl)c2Cl)c(N)n1 | 4.0 | 1.06 | 2.0 | 1.0
O=C1CCCN1CN1CCCCC1 | -1.0 | 1.06 | 0.5 | 6.0
Cc1cccc(N2CCN(c3nc4ccc(Cl)cc4n4cnnc34)CC2)c1C | u | 1.19 | u | 7.0
CCC(C)C(NC(=O)OC(C)(C)C)C(=O)NC(CC(C)C)C(N)=O (stereo not drawn) | -20.0 | 1.05 | 0.5 | 2.0
CC1CCC(NC(=O)Cn2cc3c(n2)CCCC3)CC1 (stereo not drawn) | u | 1.11 | u | 9.0
COC(=O)C1C2C=CC3(CN(c4cccc(Cl)c4)C(=O)C13)O2 (stereo not drawn) | -23.0 | 1.02 | 0.0 | 8.0
COc1ccc(N(CC(=O)N2c3ccccc3CC2C)S(=O)(=O)c2c(C)noc2C)cc1 (stereo not drawn) | -4.3 | 1.09 | -0.3 | 6.0
COc1cc(-c2noc(-c3cccc(Cl)c3)n2)cc(OC)c1OC | -22.0 | 0.92 | 0.5 | 13.0
O=C(CCS(=O)(=O)c1ccc(Br)cc1)N1CCN(c2ccccc2)CC1 | -8.0 | 1.01 | 7.0 | 5.0

The list is partial; the hit share may differ from the screen's.
